Screening data as filed in PubChem.
Shiga inhibitor: blocks Shiga toxin action in Vero cells. inhibition, % at 38.7 µM. 9.2% of 290,000 active. Vero cells, Shiga toxin protein synthesis inhibition reporter. AID 2315; in the data active = inhibition mostly above about 28%, no sharp cut-off; inactive = mostly below about 43%; note: 0% is about no effect
Pf growth 48h: P. falciparum growth inhibition at 48 hours (one generation); Potency, µM (series often up to 28.7 µM), inactives show top-dose activity change, negative = inhibition, usual class: inhibitors; 5.9% of 310,000 active; P. falciparum luciferase growth in erythrocytes, 48 h; note: potency is the fitted concentration of half-maximal effect; % is set by controls: 0 for no effect and ±100 for the full control effect
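Luminescence readout; reporter = integrated firefly luciferase in P. falciparum. RBC culture at 2% hematocrit, 0.1% parasitemia final, 37 C/5% CO2; decreased signal taken as growth inhibition.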
FBPA Giardia inh: Giardia lamblia aldolase inhibition. Potency, µM (highest dose often 59.6 µM), for the others: at the top dose activity, negative = inhibition, most hits filed as inhibitors. purified Giardia FBPA. A8B2U2. AID 2451. 0.71% of 290,000 active; note: potency is the fitted concentration of half-maximal effect; % is set by controls: 0 for no effect and ±100 for the full control effect; nearly all actives have a fitted effect of over 55% in size
Target sequence (A8B2U2 whole entry, looked up): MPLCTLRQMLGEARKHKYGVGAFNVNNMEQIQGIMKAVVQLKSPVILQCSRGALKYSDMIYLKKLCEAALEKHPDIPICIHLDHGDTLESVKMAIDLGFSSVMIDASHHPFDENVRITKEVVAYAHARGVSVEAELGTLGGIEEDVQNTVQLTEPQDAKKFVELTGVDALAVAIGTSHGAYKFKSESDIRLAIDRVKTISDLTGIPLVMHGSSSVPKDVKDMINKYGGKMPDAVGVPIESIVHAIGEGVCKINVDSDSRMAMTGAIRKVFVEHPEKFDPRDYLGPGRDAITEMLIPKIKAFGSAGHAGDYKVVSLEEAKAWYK
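Giardia FBPA (40 nM reagent) was preincubated 10 min at RT with compound (up to 57.5 uM final), then substrate plus GAPDH/TPI/NAD/arsenate coupling system with diaphorase/resazurin was added; resorufin fluorescence (525/598 nm) was read after 20 min.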
Sm TGR inh: inhibitors of Schistosoma mansoni thioredoxin glutathione reductase | purified TGR, DTNB reduction, TNB absorbance 405 nm | Potency, µM (doses to about 114 µM), without a hit: at the highest dose activity change, negative = inhibition, actives largely listed as inhibitors | 3% of 360,000 active; note: potency is the fitted concentration of half-maximal effect; % is set by controls: 0 for no effect and ±100 for the full control effect; nearly all actives have a fitted effect of over 60% in size
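First, TGR (20 nM dispensed) and NADPH were mixed with compound. Second, a 15 min room-temperature incubation followed. Third, further NADPH and then DTNB were added to start the reaction. Finally, TNB absorbance was monitored kinetically.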
Cycloheximide cs: affects cycloheximide protein synthesis inhibition readout, counter-screen; cell reporter, cycloheximide protein synthesis inhibition counterscreen; max response, %; 12% of 300,000 active; AID 2314; in the data active = max response mostly above about 13%, no sharp cut-off; inactive = mostly below about 14%; note: read at 38.3 µM for the half of the compounds with a filed dose; 0% is about no effect
Pf growth 96h: P. falciparum growth inhibition at 96 hours; P. falciparum luciferase reporter growth, 96 h; Potency, µM (highest dose often 28.7 µM), without a hit: top-dose activity change, negative = inhibition, hits mostly inhibitors; 6.9% of 320,000 active; note: potency is the fitted concentration of half-maximal effect; % is set by controls: 0 for no effect and ±100 for the full control effect
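P. falciparum expressing integrated firefly luciferase grown in erythrocytes (2% hematocrit, 0.05% parasitemia final) with compounds for 96 hours at 37 C, 5% CO2. Growth inhibition read as loss of luminescence after adding luciferase detection reagent.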
Starred values were filed as active, the others as inactive; i = inactive; u = inconclusive; x = no result given; + = active, no number; & = joins results of further samples; [ ] = remark or other dose. Unless noted, calls come from the whole dose curve; as a rule, active = well fitted curve in the direction sought with a large enough effect; inconclusive = small, poorly fitted or top-dose-only effect, or another doubt; inactive = no such curve, though single readings can be large; an effect the other way counts as inactive or inconclusive.

Field names: A = Shiga inhibitor; B = Pf growth 48h; C = FBPA Giardia inh; D = Sm TGR inh; E = Cycloheximide cs; F = Pf growth 96h
mol: CCN(CC)c1ccc(N2C(=NC(=O)C3CCCO3)SC3CS(=O)(=O)CC32)cc1 (stereo not drawn)
  A: -2; B: -22%; C: x; D: -3%; E: -2; F: -10%

mol: Cc1nc2sc(C(=O)c3ccccc3)c(N)c2c2c1CCCC2
  A: 18*; B: 60%[activator]; C: -11%; D: -5%; E: 21*; F: -46%

mol: CC1(C)OC(=O)C(=CNc2ccccc2)C(=O)O1
  A: 27; B: 2%; C: 10%; D: -34%; E: 16; F: i

mol: Cc1ccc[n+](C(C)C(=O)Nc2ccc(C)c([N+](=O)[O-])c2)c1 (stereo not drawn)
  A: 9; B: u; C: 8%; D: -1%; E: -5; F: 12µM*

mol: CCOC(=O)C(NC(=O)c1ccc(OC)cc1)(N1CCOCC1)C(F)(F)F (stereo not drawn)
  A: -13; B: 2%; C: 6%; D: 4%; E: 0; F: x

mol: CC(C)(C)SC(=O)CC1NS(=O)(=O)OCC1NC(=O)OCC(Cl)(Cl)Cl (stereo not drawn)
  A: -2; B: 64%[activator]; C: 6%; D: 3%; E: 2; F: -29%

mol: C/C(=N/NC(=O)C1CCCCC1)c1ccc([N+](=O)[O-])cc1
  A: 20; B: 51%[activator]; C: 1%; D: 9%; E: 3; F: 52%[activator]

mol: O=C1CN(C(=O)c2ccccc2[N+](=O)[O-])C(c2ccccc2)c2cc(Br)ccc2N1 (stereo not drawn)
  A: -6; B: x; C: -5%; D: -17%; E: 1; F: 8%

mol: Nc1c(NCc2ccccc2)c(=O)[nH]c(=O)n1Cc1ccccc1
  A: -12; B: -18%; C: -3%; D: 0%; E: -2; F: x

mol: Cc1ccccc1Cn1nc(C)c(NC(=O)c2noc3c2CCc2ccccc2-3)c1C
  A: -12; B: u; C: -5%; D: -7%; E: -1; F: 1.2µM*

mol: Nc1nc2ccc(NC(=O)c3ccco3)cc2s1
  A: 107*; B: 104%[activator]; C: -1%; D: 4%; E: 51*; F: 59%

mol: COc1cc(NC(=O)c2ccc3c(c2)OCCO3)ccc1NC(=O)c1ccccc1Cl
  A: -19; B: -5%; C: x; D: -18%; E: -7; F: 0%

mol: CCCCN(C)C(=O)Cn1cnc2sc(C)cc2c1=O
  A: 5; B: 0%; C: 7%; D: 0%; E: -2; F: 91%[activator]

mol: CCN(CC(=O)Nc1ccccc1OC)CC(=O)Nc1ccccc1C(F)(F)F
  A: -9; B: u; C: -5%; D: -8%; E: 6; F: -26%

mol: CC1(C)C(c2ccccn2)=[N+]([O-])C(C)(C)N1O
  A: -11; B: 7%; C: -5%; D: 1%; E: -2; F: u

Full records, looked up by structure. Screens in order: Shiga inhibitor	Pf growth 48h	FBPA Giardia inh	Sm TGR inh	Cycloheximide cs	Pf growth 96h
`Nc1nc2ccc(NC(=O)c3ccco3)cc2s1` reads 107*	104%[activator]	-1%	4%	51*	59%
`Cc1ccccc1Cn1nc(C)c(NC(=O)c2noc3c2CCc2ccccc2-3)c1C` reads -12	u	-5%	-7%	-1	1.2µM*
`CCN(CC(=O)Nc1ccccc1OC)CC(=O)Nc1ccccc1C(F)(F)F` reads -9	u	-5%	-8%	6	-26%
`CCOC(=O)C(NC(=O)c1ccc(OC)cc1)(N1CCOCC1)C(F)(F)F` (stereo not drawn) reads -13	2%	6%	4%	0	x
`C/C(=N/NC(=O)C1CCCCC1)c1ccc([N+](=O)[O-])cc1` reads 20	51%[activator]	1%	9%	3	52%[activator]

Continuation:
Field names: A = Shiga inhibitor; B = Pf growth 48h; C = FBPA Giardia inh; D = Sm TGR inh; E = Cycloheximide cs; F = Pf growth 96h
mol: COc1ccc(NC(=O)CN(C)C(=O)c2ccc(-c3cccc(C(F)(F)F)c3)o2)cc1
  A: 31; B: u; C: x; D: -31%; E: 1; F: 0.37µM*

mol: CC(=O)NCc1ccc(C(=O)CCl)cc1
  A: -9; B: -5%; C: -6%; D: 11µM*; E: 1; F: -20%

mol: Cc1cc2[nH]c(=O)c(=O)[nH]c2cc1S(=O)(=O)Nc1cccc(Cl)c1
  A: -1; B: -11%; C: x; D: -4%; E: 15; F: 17%

mol: CCN(CC)CCCN=C(C)C1=C(O)c2ccccc2C1=O
  A: 17; B: 35%[activator]; C: 0%; D: 9%; E: 2; F: 28%

mol: O=C(Nc1cccnc1)c1ccccc1O
  A: 58*; B: 54%[activator]; C: -9%; D: 8%; E: 21*; F: x

mol: Fc1ccc(CCNC(=S)Nc2ccc(F)c(Cl)c2)cc1
  A: 38; B: u; C: 0%; D: x; E: 17; F: 4%

mol: CC1CCCC(NS(=O)(=O)c2cc(Br)cnc2N)C1C (stereo not drawn)
  A: -6; B: u; C: x; D: 9%; E: 7; F: 21%

mol: Clc1ccc2nc(-c3ccc(Br)s3)cn2c1
  A: 41*; B: u; C: u; D: -33%; E: 22*; F: -19%

mol: O=C(CSc1nc2ccccc2c(=O)[nH]1)N1CCN(S(=O)(=O)c2ccccc2)CC1
  A: 19; B: -25%; C: 0%; D: 22%; E: -3; F: u

mol: CN(C)S(=O)(=O)c1ccc(C(=O)NCCOc2ccc(F)cc2)cc1
  A: 84*; B: 106%[activator]; C: 4%; D: -1%; E: 42*; F: x

mol: CCc1nn2c(=O)cc(N3CCN(c4cc(C)nc5ccccc45)CC3)nc2s1
  A: -3; B: u; C: 0%; D: 1%; E: -1; F: x

mol: CC(=O)C1=C(O)C(=O)N(CCCO)C1c1ccccc1 (stereo not drawn)
  A: -14; B: 19%; C: -17%; D: -7%; E: -2; F: x

mol: O=C(N=Nc1c(O)[nH]c2ccccc12)c1cc(NS(=O)(=O)c2cccs2)cc(NS(=O)(=O)c2cccs2)c1
  A: -7; B: u; C: 0%; D: 11%; E: -7; F: u

mol: CN(CC(=O)N1CCN(c2ccccn2)CC1)S(=O)(=O)c1ccc(Br)cc1
  A: 22; B: 3%; C: -1%; D: 8%; E: -8; F: u

mol: Cc1ccc(N(CCC#N)C(=O)COC(=O)C2CCN(S(=O)(=O)c3ccc(C)c(C)c3)CC2)cc1
  A: x; B: u; C: x; D: -5%; E: x; F: 6%

mol: CC(=O)c1ccc(OCc2cc(C(=O)N(C)Cc3ccccn3)no2)cc1
  A: 52*; B: 7%; C: x; D: 13µM*; E: 62*; F: 10µM*

mol: O=C(NCc1ccccc1)C1(c2ccccc2)CCN(S(=O)(=O)c2ccccc2)CC1
  A: -19; B: -28%; C: -1%; D: 26%; E: -3; F: x

mol: COCc1cc(C)nc(SCC[N+](C)(C)CC(=O)c2ccccc2)c1C#N
  A: -5; B: u; C: 5%; D: 8%; E: -4; F: 9%

mol: COc1ccc(C(=O)Cn2nnc(-c3ccccc3NC(=O)C3CC3)n2)cc1
  A: 52; B: 12µM*; C: 4%; D: 1%; E: 18*; F: u

mol: Cc1ccc(S(=O)(=O)NCCC(=O)NCc2ccccc2)cc1
  A: 18; B: 7%; C: 1%; D: 6%; E: -4; F: 42%[activator]

mol: CC1CCCCN1CCCNC(=O)C1CCN(c2nnc(-n3cccc3)s2)CC1 (stereo not drawn)
  A: -3; B: -7%; C: -9%; D: -19%; E: -4; F: u

mol: N/C(=N\OC(=O)N1c2ccccc2Sc2ccccc21)c1ccccc1
  A: -9; B: u; C: 6%; D: -17%; E: 9; F: u

mol: CC(C(=O)N(C)C)N1c2cccc3cccc(c23)S1(=O)=O (stereo not drawn)
  A: x; B: -7%; C: -14%; D: -8%; E: -4; F: u

mol: Cc1cccc(NC(=O)C(C)N2C(=O)C3C4CC(C(Br)C4Br)C3C2=O)c1 (stereo not drawn)
  A: -4; B: u; C: x; D: 14%; E: -1; F: 104%[activator]

mol: O=C(CN1C(=O)C2CC=C(Cl)CC2C1=O)N1CCOCC1 (stereo not drawn)
  A: -12; B: -6%; C: 6%; D: -2%; E: 6; F: -16%

mol: Cc1ccc(S(=O)(=O)N2CCCCC2)cc1NC(=O)COC(=O)C1=COCCO1
  A: -17; B: -15%; C: 4%; D: 0%; E: 5; F: 20%

mol: Nc1ncnc2c1ncn2C1O[C@H](CO)[C@@H](O)[C@@H]1O (stereo partly drawn)
  A: x; B: -20%; C: x; D: 0%; E: x; F: 44%[activator]

mol: O=C1CC(Nc2ccccc2)C(=O)N1CCc1ccccc1 (stereo not drawn)
  A: -3; B: x; C: 4%; D: -20%; E: -1; F: -29%

mol: Cc1cc(C)cc(NC(=O)N2c3ccccc3NC(=O)CC2C)c1 (stereo not drawn)
  A: 11; B: 1%; C: 0%; D: 9%; E: -1; F: 0%

mol: O=C1NC(=Nc2ccc(O)cc2)S/C1=C/c1ccco1
  A: 22; B: -2%; C: -4%; D: 25µM*; E: 17*; F: u

mol: O=C(Cc1cccc2ccccc12)Nc1cc(C(=O)O)cc(C(=O)O)c1
  A: 2; B: 5%; C: 17%; D: -1%; E: -2; F: 256%[activator]

mol: CCCCOc1ccc(C(=O)N2CCCC2)cc1
  A: 103*; B: 106%[activator]; C: 3%; D: -36%; E: 36*; F: x

mol: O=C(CSc1ncnc2sc3c(c12)CCCC3)c1ccccc1
  A: 15; B: 4%; C: 7%; D: -4%; E: 1; F: 2%

mol: O=S(=O)(Nc1ccc(-c2nnc(SCc3ccc(Cl)cc3)o2)cc1)c1ccccc1
  A: -9; B: 4%; C: 14%; D: 2%; E: 2; F: 42%[activator]

mol: CC(C)(C)C(=O)Oc1cc(N)n(S(=O)(=O)c2ccccc2)n1
  A: -5; B: 27%; C: 8%; D: -2%; E: -4; F: u

mol: CCN1C(=O)/C(=C2\SC(=S)N(NC(=O)c3ccccc3O)C2=O)c2ccccc21
  A: 45; B: 11%; C: u; D: -24%; E: 8; F: 21%

mol: CCN(CC(=O)NCc1cccs1)C(=O)CCC(=O)c1ccc(F)cc1
  A: x; B: -7%; C: x; D: -12%; E: x; F: 3%

mol: CC(C)(C)OC(=O)N[C@H](C(=O)OC(C)(C)C)c1ccc2ccccc2c1
  A: x; B: u; C: x; D: -7%; E: x; F: u

mol: COC(=O)C1=C(C)NC(C)=C(C(=O)OC)C1c1ccccc1OCc1c(C)no[n+]1[O-]
  A: 11; B: 12µM*; C: 8%; D: -4%; E: -2; F: 6%

mol: COc1cc(CC(=O)O)ccc1O
  A: -9; B: -5%; C: 3%&5%; D: 0%; E: -4; F: 25%

mol: Nc1c(C(=O)O)cnc2nc(N3CCOCC3)nn12
  A: -2; B: 17%; C: -2%; D: 7%; E: -4; F: 5%

mol: CC(=O)N(C)c1ccc(NC(=O)c2ccccc2C(=O)O)cc1
  A: 8; B: 1%; C: 6%; D: 0%; E: 4; F: 1%

mol: O=C(NCCOc1ccc(F)cc1)C1CCC(=O)N(CC2CCCCC2)C1 (stereo not drawn)
  A: 15; B: u; C: -1%; D: 0%; E: 7; F: u

mol: O=C(CCc1nnc(C2CCCCC2)o1)N1CCN(c2ccccc2F)CC1
  A: 89*; B: 62%[activator]; C: 15%; D: -28%; E: 71*; F: u

mol: Cc1cccc(C(=O)Oc2ccc(/C=N/NC(=O)c3ccccc3O)cc2)c1
  A: +; B: u; C: -11%; D: 9%; E: 38*; F: 0%

mol: CCOc1ccc2c(c1)c(C(C)=O)c(C)n2-c1ccccc1
  A: -17; B: -25%; C: -5%; D: 23%; E: -5; F: x

mol: Cc1cc(C)n2nc(C(=O)NCc3ccccc3)cc2n1
  A: -3; B: 19%; C: 0%; D: 6%; E: -2; F: 16%

mol: CC1(C)C(=O)Nc2ccccc2N1C(=O)COC(=O)COc1cccc(C(F)(F)F)c1
  A: x; B: 10%; C: x; D: -8%; E: x; F: 33%[activator]

mol: CC(=O)c1sc(-c2ccc(F)cc2F)nc1C
  A: 22; B: 33%[activator]; C: -1%; D: -12%; E: 7; F: 17%
